From PubChem BioAssay
DNMT1 block – inhibitors of human DNMT1 | P26358 | DNMT1 molecular beacon, Hinp1I cleavage, fluorescence | inhibition (reported as % activation of signal), % at 10 µM | 360,000 tested, 0.83% active | AID 588458; in the data active means inhibition above about 50%
CendR NRP1 mod – alters CendR peptide binding to human NRP-1; O14786; FAM-RPARPAR peptide binding to NRP-1, fluorescence polarization; inhibition, % at 25 µM; 360,000 tested, 0.85% active;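 active means inhibition or corrected inhibition above about 18%, plus a signal ratio from 0.5 to 1.5, limit read from the data, passing the limit was not always enough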; further: strong numbers were not always called active
LMPTP block – blocks human LMPTP phosphatase; 360,000 tested, 0.22% active; inhibition, % at 20 µM; P24666; recombinant LMPTP-A, OMFP fluorogenic substrate, fluorescence intensity; AID 651560;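 active means compounds that cut the enzyme signal by at least half of the control window in the single-dose screen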;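 further: plate controls were DMSO wells with enzyme plus substrate for no effect and substrate without enzyme for full effect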
Target sequence (P24666 whole entry, looked up): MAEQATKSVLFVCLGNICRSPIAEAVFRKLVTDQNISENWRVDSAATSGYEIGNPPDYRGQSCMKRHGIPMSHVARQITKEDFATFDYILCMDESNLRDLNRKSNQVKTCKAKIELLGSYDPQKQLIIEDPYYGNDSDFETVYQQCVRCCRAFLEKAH
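Test system: LMPTP-A phosphatase enzyme; input: 0.625 nM LMPTP-A final; reagent: OMFP substrate, 400 µM final; compound dosing: 20 µM single dose, 3% DMSO; incubation: 50 min dark incubation at room temperature; measured by: endpoint fluorescence intensity from OMFP dephosphorylation; measure: % inhibition relative to no-enzyme and uninhibited control wells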
Tb MetRS inh – Trypanosoma brucei MetRS inhibition | purified T. brucei MetRS, ATP depletion, Kinase-Glo luminescence | inhibition, % at 11.9 µM | 360,000 tested, 0.4% active | AID 624268;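 active means inhibition above a per-plate cutoff of the control wells' mean inhibition plus 3 SD, cut at about 5.5% in these data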;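 further: 0% = DMSO wells median and 100% = median of wells with control inhibitor compound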
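Measured by: Kinase-Glo luciferase luminescence reporting remaining unconsumed ATP. Material: purified T. brucei MetRS enzyme. Doses: 11.9 µM compound single dose, 0.9% DMSO. Medium: HEPES buffer containing pyrophosphatase, BSA, spermine, DTT. Times: 15 min preincubation, 2 h reaction, all 25 °C. Reagent: methionine, ATP and bulk E. coli tRNA.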
NadD block – NadD (S. aureus) enzyme inhibition; purified NadD enzyme, colorimetric absorbance read-out; inhibition, % at 20 µM; 360,000 tested, 0.78% active; in the data active means inhibition above about 26%; further: some compounds past the cut are filed as inactive
SKN-1 block – blocks SKN-1 activity in C. elegans | C. elegans VP596 Pgst-4::GFP/RFP ratio, acrylamide-induced, 24 h | inhibition, % at 21.8 µM | 360,000 tested, 0.49% active | AID 624304;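 active means interference check ratio from 0.5 to 1.5 plus GFP to RFP signal ratio inhibition reaching or exceeding a fixed threshold, cut at about 30% in these data, passing the limit was not always enough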; further: some compounds called inactive have numbers as strong as hits
STEP inh – STEP (human) phosphatase inhibition | recombinant STEP, OMFP fluorogenic substrate, fluorescence | inhibition, % at 20 µM | 360,000 tested, 0.25% active | AID 588621;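 active means inhibition at 20 µM, scaled per plate between control wells, above about 37%, limit read from the data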;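 further: 0% = DMSO with enzyme and substrate and 100% = substrate only without enzyme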
Target sequence (P54829 whole entry, looked up): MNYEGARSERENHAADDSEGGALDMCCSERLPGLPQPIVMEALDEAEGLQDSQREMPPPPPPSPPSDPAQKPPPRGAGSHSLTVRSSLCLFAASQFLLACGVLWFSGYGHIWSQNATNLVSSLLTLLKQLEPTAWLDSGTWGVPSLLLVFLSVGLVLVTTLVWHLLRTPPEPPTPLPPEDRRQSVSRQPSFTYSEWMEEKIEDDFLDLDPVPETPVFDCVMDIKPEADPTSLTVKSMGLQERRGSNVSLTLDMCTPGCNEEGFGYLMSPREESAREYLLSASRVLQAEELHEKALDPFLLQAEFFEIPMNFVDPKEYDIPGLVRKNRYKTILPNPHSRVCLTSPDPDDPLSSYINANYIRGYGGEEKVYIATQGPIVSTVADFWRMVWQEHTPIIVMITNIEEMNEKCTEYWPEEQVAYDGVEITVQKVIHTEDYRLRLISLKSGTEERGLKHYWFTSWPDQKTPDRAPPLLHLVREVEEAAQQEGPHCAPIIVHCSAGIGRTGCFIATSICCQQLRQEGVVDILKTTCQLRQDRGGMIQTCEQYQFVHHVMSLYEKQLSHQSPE
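System: isolated STEP enzyme; schedule: 20 min enzyme reaction at room temperature, protected from light; medium: Bis-Tris buffer pH 6.0, 2.5 mM DTT, 0.005% Tween 20; signal: fluorescence, 480/540 nm; dosing: single compound dose of 20 µM, 1% DMSO final; also added: OMFP substrate, 25 µM final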
Neddylation inh – cullin neddylation inhibition; P61081+Q13564; TR-FRET cullin neddylation, biochemical; calls only at 25 µM; 360,000 tested, 0.58% active; AID 651699; in the data active means inhibition above about 36%
Scp1 inh – Scp-1 (human) phosphatase inhibition. AID 493091. Q9GZU7. inhibition, % at 20 µM. 340,000 tested, 0.88% active. Recombinant Scp1, phosphopeptide, malachite green phosphate absorbance;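 active means inhibition above about 50% at 20 µM, limit read from the data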;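 further: plate controls were DMSO wells with enzyme for no effect and wells lacking enzyme for full effect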
Target sequence (Q9GZU7 76-261 limits assumed): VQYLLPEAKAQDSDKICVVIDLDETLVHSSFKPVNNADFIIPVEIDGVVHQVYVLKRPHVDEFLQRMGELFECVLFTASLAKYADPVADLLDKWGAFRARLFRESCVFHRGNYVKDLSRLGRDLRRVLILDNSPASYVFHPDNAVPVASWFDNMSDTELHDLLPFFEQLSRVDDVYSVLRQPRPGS
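System: SCP-1 catalytic domain; Reagent: Phospho 17-mer peptide substrate; Doses: one concentration, 20 µM, with 1.0% DMSO; Incubation: 45 min room-temperature reaction, 5 min colour, 30 min stabiliser; Signal: Phosphate-binding colour reagent, absorbance read at 630 nm.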
SUMO1-SIM PPI – alters human SUMO1 binding to SIM partners. inhibition, % at 20 µM. SUMO1 binding to a labelled peptide, TR-FRET, 1 h. 360,000 tested, 0.33% active. P63165; in the data active means inhibition above about 37%
Target sequence (P63165 whole entry, looked up): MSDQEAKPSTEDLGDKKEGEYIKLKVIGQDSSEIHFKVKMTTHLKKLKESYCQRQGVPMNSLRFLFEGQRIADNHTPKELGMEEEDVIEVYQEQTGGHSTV
* = called active by the depositor; i = inactive; . = no result given.

SMILES	DNMT1 block	CendR NRP1 mod	LMPTP block	Tb MetRS inh	NadD block	SKN-1 block	STEP inh	Neddylation inh	Scp1 inh	SUMO1-SIM PPI
CNCC(O)CN1CCN(c2ccccc2OC)CC1 (stereo unspecified)	-1	1	-3.3	0.2	-1	4	1	i	-3	-2
Cn1ncc2nc[nH]c(=O)c21	-4	9	-0.4	-0.6	0	11	-1	i	-10	3
O=[N+]([O-])c1ccc(N2CCOCC2)cc1NCCCO	-1	-3	2.1	1.4	-2	-1	0	i	-1	-29
O=C(COC(=O)CNC(=O)c1ccc(Cl)cc1)Nc1ccc(Cl)cn1	1	12	-0.9	-0.3	-8	2	-1	i	-9	-3
C=C(C)c1cccc(C(C)(C)NC(=O)N(C)C2CCN(C)CC2)c1	3	-12	2.1	-1.4	-2	-5	1	i	3	-6
O=c1c(-c2ccccc2)c(O)nc2ccccn12	8	10	-1.6	-2.0	6	-3	-2	i	2	-11
O=C1CC(c2cccs2)CC(O)=C1C=NCCN1CCNCC1 (stereo unspecified)	-2	-17	-2.3	-0.5	-3	-2	-1	i	-8	2
O=[N+]([O-])c1cc(Cl)ccc1NCCc1ccccn1	-1	6	3.7	1.9	-4	22	3	i	-7	-45
COc1cc(C2c3c(-c4ccccc4)n[nH]c3C(=O)N2c2ccccc2)ccc1O (stereo unspecified)	-5	12	-2.2	0.7	-1	8	6	i	-13	-1
CCC1CCCCN1C(=O)CSc1nnc(CNC(=O)COc2ccc(Cl)cc2)o1 (stereo unspecified)	-1	-1	0.0	-1.2	-7	-17	-3	i	-4	2
O=C(COC(=O)c1nc(Cl)ccc1Cl)NCCc1ccccc1	-4	13	-0.6	-0.3	-7	-11	2	i	-5	-2
CCS(=O)(=O)N1Cc2ccccc2CC1C(=O)NCc1cccc(OC)c1 (stereo unspecified)	-1	12	-0.9	0.6	2	-1	3	i	-9	7
CC1=C(C)/C(=N/OC(=O)c2cccc([N+](=O)[O-])c2)C=CC1=O	-4	8	-0.4	-1.0	10	-16	3	i	2	-27
CC(C)CCC(CC(C)O)c1n[nH]c(=S)n1-c1ccccc1 (stereo unspecified)	-3	-3	-0.8	0.1	-2	11	-1	i	-3	9
CC(=O)c1ccc(NS(=O)(=O)c2ccc3c(c2)N(C)CCO3)cc1	-2	-4	1.5	-0.2	1	17	-2	i	-9	9
Cc1ccc(/C=N/Nc2ccc3c(C(F)(F)F)cc(C(F)(F)F)nc3n2)cc1	16	-10	-2.2	-0.9	0	-6	3	i	1	1
Cc1ccc2c(c1)cc1c(=O)n(CC(=O)N(C)c3ccccc3)nc(C)n12	4	9	-0.6	-0.6	-2	4	1	i	-5	-14
CCCNC(=O)c1c(C)cc(=O)oc1C	2	-12	-2.6	-0.9	-6	-11	-1	i	1	1
O=C(CC(=O)Nc1cccnc1)Nc1cccnc1	1	-7	-1.4	-0.4	-5	6	-3	i	-6	3
O=C(c1ccc(NS(=O)(=O)c2ccc3[nH]c(=O)[nH]c3c2)cc1)N1CCCCC1	2	9	-1.6	-0.5	-4	7	3	i	0	31
O=C(Nc1ccc(S(=O)(=O)Nc2cnc3ccccc3n2)cc1)c1ccc(Br)o1	-9	-8	0.0	-0.2	-5	-6	-17	i	-8	9
N#Cc1c(Nc2ccccc2)s[nH]c1=O	-1	-11	-0.5	-0.3	-3	6	-2	i	3	1
CC(C)CNC(=O)COC(=O)CCC(=O)c1ccc(F)cc1	0	-2	0.1	0.3	0	2	1	i	-7	4
CC1=C(C(=O)N2CCCCCC2)CC(CC(=O)NCCc2ccccn2)C(=O)N1Cc1ccc(F)cc1 (stereo unspecified)	.	4	-0.9	0.1	2	-6	.	i	.	-2
COc1cc(C2NC(=S)NC3=C2CCc2ccccc23)cc(OC)c1OC (stereo unspecified)	-6	-4	-0.1	2.0	12	-1	24	i	0	-5

Following part
SMILES	DNMT1 block	CendR NRP1 mod	LMPTP block	Tb MetRS inh	NadD block	SKN-1 block	STEP inh	Neddylation inh	Scp1 inh	SUMO1-SIM PPI
O=C(CSc1nnc(CNC(=O)c2c(F)cccc2F)o1)NCCc1ccccc1	3	3	-1.5	-0.3	0	1	-1	i	-2	5
Fc1ccc(Oc2cnc3ccccc3n2)cc1	0	-1	-1.0	-0.4	4	24	0	i	-10	-1
Cc1cc(C)c(C)c(S(=O)(=O)N(C)C2CCN(C)CC2)c1C	-1	-3	-3.3	-0.9	-10	-3	3	i	-12	-1
Nc1c(C(=O)c2cccs2)oc2ccccc12	-3	-15	-0.1	-0.4	2	-3	-3	i	-7	-12
Cc1ccccc1CN1[C@@H](C(C)C)COCCS1(=O)=O	2	20	0.2	-0.2	0	22	-1	i	2	2
CCNC(=S)N1CCN(S(=O)(=O)c2ccc(C)cc2)CC1	8	9	0.1	-0.9	3	6	-1	i	4	0
Cc1cc(OCC(=O)NCCc2cccc(F)c2)c2c(C)cc(=O)oc2c1	4	-9	-0.7	-0.3	-2	-6	0	.	0	11
COc1cc(C(=O)NCCc2ccc(F)cc2)c([N+](=O)[O-])cc1OC	-2	2	-0.3	-0.1	2	15	1	i	-10	-19
CSc1ccc(CNC(=O)C2(C)CCCN(C(C)=O)C2)cc1 (stereo unspecified)	2	-22	-1.2	-0.4	-2	10	-1	i	.	1
CC1CN(C(=O)c2ccc(S(=O)(=O)Nc3ccccc3Cl)cc2)CC(C)O1 (stereo unspecified)	-2	-5	-1.8	0.1	1	-2	-4	i	-5	5
CCOc1ccc(-c2c(C(=O)N/N=C/c3ccc(Cl)cc3)nnn2-c2nonc2N)cc1	7	15	3.7	-0.2	11	3	-2	i	-9	2
COc1ccc(NC(=O)CCNS(=O)(=O)c2cc(Br)cnc2N)cc1OC	-1	14	-0.7	0.1	-5	0	-1	i	-3	0
O=C(NCC(=O)N(c1cccnc1)C(C(=O)NC1CCCC1)c1cccs1)c1ccco1 (stereo unspecified)	1	5	4.0	0.3	4	-6	6	i	-1	11
CC(=O)n1c(-c2ccccc2)c(-c2ccccc2)n(C)c1=O	1	-1	-0.2	-0.8	-4	-4	-2	.	-13	4
COc1ccc(NC(=O)CSc2ccc(-c3cccnc3)nn2)c(OC)c1	-1	-4	0.6	-0.3	-3	7	-1	i	-8	1
Cc1c(NC(=O)[C@@H](NC(=O)c2ccc(Cl)c([N+](=O)[O-])c2)C(C)C)c(=O)n(-c2ccccc2)n1C	-2	11	-1.8	-0.2	1	-7	0	i	3	-22
CCN(C(=O)c1ccc2c(OC)n(CC)nc2c1)c1ccc(OC)cc1	0	8	0.5	-0.3	-6	-1	0	.	-6	-5
O=C1CN(c2ccccc2)C(=S)N1C(=O)c1ccc(Br)cc1	3	-22	0.3	-1.4	-4	-5	4	i	-10	0
C=C(C)CSc1nnc([C@@H]2CCCN2C(=O)OC(C)(C)C)o1	-1	-3	-1.2	-0.2	-1	7	4	i	2	-4
CCOC(=O)C(=CNc1ccc(Oc2cncc(Cl)c2)nc1)C(=O)OCC	1	-10	-1.3	-1.5	-3	-3	1	i	-14	-2
Cc1nnsc1C(=O)N/N=C/c1c(F)cccc1Cl	6	10	0.6	-0.4	3	-1	18	i	-9	2
Cc1ccc(C(=O)NCCCc2ccccc2)s1	0	-9	-1.3	0.0	-3	-10	4	i	-2	-2
Cn1c(CCCNC(=O)c2cccs2)nc2ccccc21	1	-1	-1.2	-0.1	-8	8	0	i	-9	-1
O=Cc1cnc(N2CCCCC2)s1	1	-7	-0.8	-0.6	-2	-9	1	i	-6	-7
O=C1/C(=C/c2ccncc2)SC(=S)N1N1CCOCC1	1	3	-1.7	-0.5	-2	-7	1	i	-14	-28

Next section.
SMILES	DNMT1 block	CendR NRP1 mod	LMPTP block	Tb MetRS inh	NadD block	SKN-1 block	STEP inh	Neddylation inh	Scp1 inh	SUMO1-SIM PPI
CC(C)(C)NC(=O)c1cnn2c1NC(c1ccc(F)cc1)CC2C(F)(F)F (stereo unspecified)	1	0	0.1	-2.2	-5	8	-2	i	1	0
CC1CC=C(O)C12OCC(C)(C)CO2 (stereo unspecified)	1	13	-1.2	-0.4	-4	6	-4	i	5	5
COc1ccc(C)cc1NC(=O)C1CCN(C(=O)c2ccco2)CC1	0	8	-1.3	-1.7	1	8	0	i	7	-5
CCOc1nc(NCCO)nc(Nc2cc(Cl)ccc2OC)n1	-2	2	0.6	-0.3	-3	5	2	i	1	1
CCOc1ccc(-n2cnnn2)cc1S(=O)(=O)N1CCC(C)CC1C (stereo unspecified)	4	-3	0.2	-0.2	-1	5	-6	i	-7	-1
Cc1cccc(N=C2NC(=O)/C(=C/c3cccs3)S2)c1	1	-35	3.8	-0.6	-3	9	-3	i	-2	-6
COC(=O)c1c(NC(=O)C(=O)NCCCN2CCOCC2)sc2c1CCC2	1	9	-0.2	-0.7	-3	-18	6	i	-6	-15
COc1ccc(S(=O)(=O)N(C)C)cc1NCC(=O)Nc1ccc(Br)c(C)c1	-1	-8	-0.2	0.6	0	0	8	i	-1	-5
CCn1c(=O)c2cc(C(=O)Nc3ccc(OC)cc3OC)sc2c2ccccc21	49	0	2.5	0.0	-7	-3	1	.	-6	8
Cc1cc(Cl)ccc1OC(C)C(=O)Nc1ccccc1N1CCOCC1 (stereo unspecified)	-3	-5	2.9	-1.1	-6	-9	2	i	-2	2
CCOC(=O)C1=CCN(S(=O)(=O)c2ccccc2F)C1c1ccc(Cl)cc1 (stereo unspecified)	-5	9	0.4	0.4	-6	12	1	i	.	7
COc1nc(=O)n(C2C=CC(=O)O2)cc1F (stereo unspecified)	32	-1	1.4	-0.1	-6	-2	-1	i	.	11
CC1CN(C2CCN(S(=O)(=O)Cc3ccccc3)CC2)CC(C)O1 (stereo unspecified)	1	10	-1.8	0.1	3	20	1	i	-20	-2
NC(=O)C1CC(=O)N(c2ccc(OCc3ccc(Cl)c(Cl)c3)cc2)C1 (stereo unspecified)	-6	19	0.2	0.1	-6	0	1	i	.	1
O=C(O)c1ccccc1-c1ccccc1C(=O)Nc1nccs1	8	1	-0.4	0.9	3	-11	-5	i	-6	2
